Screening data from PubChem BioAssay.
TRPV1 ag: activates the human vanilloid receptor TRPV1; TRPV1-expressing cells, Fluo-8 calcium influx, agonist mode; AID 540275; activation, % at 8.33 µM; 320,000 tested, 0.19% active; Q8NER1; in the data active means activation above about 80%; inconclusive means between about 30% and that limit; further: 0% is about no effect
Target sequence (Q8NER1 whole entry, looked up): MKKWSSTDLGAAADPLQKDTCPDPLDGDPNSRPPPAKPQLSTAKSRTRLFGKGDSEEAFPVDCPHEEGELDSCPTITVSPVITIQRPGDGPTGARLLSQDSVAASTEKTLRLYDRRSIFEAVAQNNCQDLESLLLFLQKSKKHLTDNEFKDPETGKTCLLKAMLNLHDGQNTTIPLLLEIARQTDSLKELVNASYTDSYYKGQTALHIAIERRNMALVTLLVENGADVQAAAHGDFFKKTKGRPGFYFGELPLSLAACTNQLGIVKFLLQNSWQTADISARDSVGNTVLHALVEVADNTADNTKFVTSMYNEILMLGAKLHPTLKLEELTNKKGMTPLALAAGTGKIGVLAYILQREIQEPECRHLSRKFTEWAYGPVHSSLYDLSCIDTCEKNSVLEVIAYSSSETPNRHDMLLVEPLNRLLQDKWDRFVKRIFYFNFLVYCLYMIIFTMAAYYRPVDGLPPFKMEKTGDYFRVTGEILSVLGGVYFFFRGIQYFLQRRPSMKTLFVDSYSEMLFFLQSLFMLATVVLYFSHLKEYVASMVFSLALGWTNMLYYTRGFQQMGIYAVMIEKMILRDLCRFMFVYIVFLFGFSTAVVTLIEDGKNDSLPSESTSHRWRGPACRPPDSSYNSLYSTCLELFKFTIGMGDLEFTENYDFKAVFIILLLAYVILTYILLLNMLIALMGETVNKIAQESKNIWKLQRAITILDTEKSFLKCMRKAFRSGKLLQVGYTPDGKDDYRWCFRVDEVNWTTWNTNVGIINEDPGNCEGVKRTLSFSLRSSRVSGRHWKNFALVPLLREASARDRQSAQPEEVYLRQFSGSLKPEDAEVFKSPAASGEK
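TRPV1-expressing cells were cultured overnight at 35.5C and loaded with Fluo-8 calcium dye for 40 to 90 min at room temperature. After a 10 s baseline, compound was added and calcium influx was read kinetically for 3 min (ex 480/em 520 nm).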
TSG101-PTAP inh: blocks PTAP/TSG101 interaction to inhibit HIV-1 budding | Potency, µM (series often up to 115 µM), without a hit: at the top dose activity change, negative = inhibition, most hits filed as inhibitors | AID 493005 | Fluorescence polarization, FITC-PTAP peptide / Tsg101 binding | Q99816 | 340,000 tested, under 10 active; active means well fitted inhibition curve with a large enough effect in the main read-out, with a control signal flat, not every such curve was filed as active; inconclusive means small, poorly fitted or top-dose-only effect, or effect the other way, or a change in a side signal; inactive means no such curve, though single readings can be large or run the other way; further: potency means the concentration at half of the fitted maximal effect; % of control where 0% means no effect
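Fluorescence anisotropy tracks displacement of a FITC-tagged PTAP peptide (50 nM) from the Tsg101 binding domain (10 uM), following a 20 min room-temperature incubation at pH 7.5.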
p53 reactivation: restores transcriptional activity of mutant p53. H1299 p53-A138V BP100-luciferase reporter, luminescence, 24 h. Potency, µM (titrated, usually from 92.2 µM), for inactives: at the top dose activity change, positive = activation, actives largely listed as activators. 320,000 tested, 0.063% active. AID 504706; further: potency means the concentration at half of the fitted maximal effect; % of control where 0% means no effect; nearly all actives have a fitted effect of over 45% in size
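H1299 (p53-null), stable ts p53-A138V + BP100-Luc; 1000 cells/well, Opti-MEM/10% FBS; cpd 4 pt, 1:5; 24 h, 37 deg C, 5% CO2; detection reagent 10 min RT; luminescence.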
BRCA1 expr act: BRCA1 expression activation | MCF7-BRCA1-FFLuc reporter, luminescence, 48 h; response scale: scaled: vehicle 0%, 10 µM genistein 100% | Potency, µM (highest dose often 46.1 µM), without a hit: top-dose activation, actives largely listed as activators | 380,000 tested, 1.1% active; further: potency means the concentration at half of the fitted maximal effect; nearly all actives have a fitted effect of over 80% in size; some results filed as inactive show a strong effect at the top dose
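Reporter cells (MCF7, BRCA1 promoter-firefly luciferase) received library compounds across a concentration series for 48 h. End-point luminescence was measured and concentration-effect curves derived after normalization.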
USP2a block: USP2a (human) protease inhibition; O75604; USP2 core, Ub-CHOP2 coupled fluorogenic reporter, 485/531; Potency, µM (series often up to 38.3 µM), inactives show at the top dose activity change, negative = inhibition, usual class: inhibitors; 330,000 tested, 0.01% active;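 further: potency means the concentration at half of the fitted maximal effect; plate controls were DMSO wells for no effect and full inhibition by NEM control for full effect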
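Cell-free coupled assay: 10nM USP2 core preincubated 30min RT with compound in Tris-HCl pH 8.0/CaCl2/CHAPS buffer, then 25nM Ub-CHOP2 and 25nM reporter substrate; fluorescence (Ex 485/Em 531) read after 60min RT, normalized to NEM inhibition, concentration-response curves fitted.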
uPA surface inh: inhibitors of cell surface uPA generation; cell surface uPA generation assay, qHTS; Potency, µM (highest dose often 38.3 µM), for inactives: top-dose activity change, negative = inhibition, usual class: inhibitors; 330,000 tested, 0.31% active; AID 540303; active means well fitted inhibition curve with a large enough effect; inconclusive means small, poorly fitted or top-dose-only effect; inactive means no such curve, though single readings can be large or run the other way; tested in mouse RAW 264.7 cells; further: potency means the concentration at half of the fitted maximal effect; on the % scale 0 is the no-effect control and ±100 the full control effect; nearly all actives have a fitted effect of over 55% in size
a7 integrin act: activates integrin-mediated alleviation for muscular dystrophy; alpha7betagal myoblasts, beta-gal FDG fluorescence, 48 h; Potency, µM (highest dose often 38.3 µM), for the others: at the highest dose activation, most hits filed as activators; AID 624291; 350,000 tested, 0.064% active;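 further: potency means the concentration at half of the fitted maximal effect; 100% = response of the positive control SU9516; nearly all actives have a fitted effect of over 60% in size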
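Alpha7betagal+/- myoblasts (passage 13) were plated 16-24 hr, then exposed to compounds (1:260 dilution of DMSO stock) for 48 hours at 37C. After MPER lysis, β-galactosidase reporter activity was read as FDG fluorescence (ex 480/em 540) after 30 minutes.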
ASM inhibitor: blocks human secretory acid sphingomyelinase | P17405 | placental ASM, HMU-PC fluorogenic substrate, 60 min | Potency, µM (titrated, usually from 57.5 µM), for the others: top-dose activity change, negative = inhibition, hits mostly inhibitors | 340,000 tested, 0.006% active; further: potency means the concentration at half of the fitted maximal effect
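Human placenta-derived ASM enzyme was preincubated with compound for 10 minutes at room temperature, then given fluorogenic substrate HMU-PC0 (9 uM final) for 60 minutes at 37 °C; a pH 10 stop preceded fluorescence reading at Ex 386/Em 447 nm.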
B2AR arrestin: agonists driving beta-arrestin recruitment to human beta2-adrenergic receptor. 330,000 tested, 0.02% active. beta-arrestin recruitment to beta2AR, cell-based reporter. Potency, µM (doses to about 46.1 µM), without a hit: at the top dose activation, hits mostly activators;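 further: potency means the concentration at half of the fitted maximal effect; 0% = DMSO controls and full agonism = EC100 isoproterenol or metaproterenol; nearly all actives have a fitted effect of over 65% in size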
ELG1 genotoxic: inducers of genotoxicity in HEK293T ELG1-luciferase cells. AID 504466. 330,000 tested, 1.3% active. Potency, µM (titrated, usually from 46 µM), without a hit: top-dose activity change, positive = activation, most hits filed as activators. HEK293T ELG1-luciferase reporter, luminescence, 16 h; further: potency means the concentration at half of the fitted maximal effect; % of control where 0% means no effect; nearly all actives have a fitted effect of over 60% in size
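ELG1-luciferase HEK293T cells, 2,000/well; compound pinned in; 16 hr, 37 °C, 5% CO2; ONE-Glo, 30 min RT; luminescence on CCD imager.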
Eya2 inh: Eya2 (human) phosphatase inhibition; Potency, µM (titrated, usually from 76.9 µM), without a hit: top-dose activity, negative = inhibition, actives largely listed as inhibitors; 330,000 tested, 0.006% active; O00167; recombinant Eya2, OMFP fluorescence dephosphorylation (OMFP is methylfluorescein phosphate); further: potency means the concentration at half of the fitted maximal effect; on the % scale 0 is the no-effect control and ±100 the full control effect
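Eya2 (0.2 uM) preincubated 10 min at ambient with compound, then OMFP substrate added at 50 uM; 10 min reaction in 50 mM HEPES pH 7.5, 50 mM NaCl, 5 uM MgCl2, 0.05% BSA, 1 mM DTT. Fluorescence read at Ex 485/Em 525 nm.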
* hit, by the source's call; ? = inconclusive; / = not tested or not shown; [ ] = dose if it differs, or a comment. Unless noted, the call rests on the fitted dose curve; in most records, active means well fitted curve in the direction sought with a large enough effect; inconclusive means small, poorly fitted or top-dose-only effect, or another doubt; inactive means no such curve, though single readings can be large; an effect the other way counts as inactive or inconclusive.

molecule,TRPV1 ag,TSG101-PTAP inh,p53 reactivation,BRCA1 expr act,USP2a block,uPA surface inh,a7 integrin act,ASM inhibitor,B2AR arrestin,ELG1 genotoxic,Eya2 inh
O=C(CN1CCCCCCC1)N/N=C/c1ccc([N+](=O)[O-])o1,5,-4%,/,-97%[inhibitor],-1%,-12%,-49%[inhibitor],-1%,-0.1%,-6%,5%
CCCCC(=O)Nc1nnc(C2=COCCO2)o1,1,-3%,3%,23%,1%,-1%,-13%,0%,0.2%,0%,-2%
O=C(O/N=C1\CCS(=O)(=O)c2sccc21)c1ccccc1,?,-1%,0%,0%,4%,5%,12%,0%,0.0%,2%,8%
O=C(NCc1ccco1)c1ccc2c(=O)n(CCC3=CCCCC3)c(=O)[nH]c2c1,1,0%,11%,-1%,2%,2%,-23%,24%,-0.1%,0%,-11%
O=C(O)c1ccccc1NCc1cccs1,-4,2%,/,-6%,1%,2%,6%,3%,0.6%,1%,6%
CCOC(=O)C1CCCN(C(=O)C2CCC(CNS(=O)(=O)c3ccc(NC(C)=O)cc3)CC2)C1 (stereo unspecified),0,-2%,8%,1%,-1%,0%,15%,1%,-0.1%,0%,6%
CCN(CC)S(=O)(=O)c1ccc(N2CCOCC2)c(NC(=O)c2cc(-c3ccccn3)nc3ccccc23)c1,?,3%,3%,-33%,0%,3%,-13%,1%,0.1%,-12%,3%
COc1ccc(C(=O)NNC(=O)c2cc(C)nc3ccccc23)cc1,1,-1%,5%,-3%,1%,-23%,15%,1%,-1.0%,3%,-11%
CC(Sc1nc2ccc(Br)cc2[nH]1)C(=O)O (stereo unspecified),-3,-14%,6%,2%,0%,/,14%,4%,-0.2%,0%,-8%
CCC(=O)Nc1ccc(C(=O)Nc2cccnc2)cc1,-2,-1%,?,10%,3%,/,26%,0%,0.1%,?,7%
Cc1ccc(-n2c(N)c(C(N)=O)sc2=S)cc1,6,-2%,14%,-3%,-3%,3%,-4%,-1%,-0.6%,-9%,8%
CC1=CC(C)(C)n2c(O)c(N=N)c3c(C)c(C)cc1c32,13,-10%,3%,-41%,-9%,-5%,14%,-19%,0.3%,0%,-6%
CCOc1ccc(S(=O)(=O)N2CCN(CN3C(=O)CC4(CCCC4)C3=O)CC2)cc1,0,-1%,-14%,3%,0%,2%,13%,2%,0.1%,0%,14%
COCCn1c(C)cc(C(=O)CSc2cc(C)c3ccccc3n2)c1C,-3,-1%,8%,22%,0%,-19%,-32%,-1%,3.2%,1%,1%
O=c1/c(=C/c2ccco2)sc2n1CN(c1cccc(Br)c1)CN=2,2,0%,7%,4%,?,0%,39%,-17%,-0.1%,8%,-20%
COc1ccc(-c2csc(NC(=O)C3CSC4(C)CCC(=O)N34)n2)cc1OC (stereo unspecified),3,0%,3%,-20%,3%,-18%,-8%,/,0.5%,13%,10%
COc1ccc(S(=O)(=O)N(C)c2ccc(C(=O)NCC3CCCO3)cc2)cc1OC (stereo unspecified),2,-3%,-32%[inhibitor],-8%,-1%,-9%,2%,-1%,-0.7%,1%,8%
CC(=O)Nc1ccc(NC(=O)CCn2c(=O)oc3ccccc32)cc1,-1,-3%,-4%,-3%,2%,-9%,40%,4%,-0.2%,-1%,?
COc1cc(OC)cc(C(=O)NC(C(=O)OCn2nnc3ccccc3c2=O)C(C)C)c1 (stereo unspecified),-4,1%,16%,-1%,0%,5%,-55%[inhibitor],7%,2.9%,2%,9%
Cc1n[nH]c(=S)n1-c1cccc(Cl)c1,1,-4%,-8%,-13%,0%,0%,4%,7%,0.0%,1%,2%
O=C(COC(=O)c1cc2c(s1)CCCC2)NCc1ccccc1Cl,23,-6%,5%,-11%,0%,6%,-30%,-4%,-0.7%,-2%,1%
Cc1sc2nc(C(C)Nc3ccccc3N3CCOCC3)[nH]c(=O)c2c1C (stereo unspecified),7,-7%,12%,-31%,1%,2%,0%,0%,-0.8%,-6%,-1%
Cc1ccc(OCC(=O)O/N=C(\N)c2ccncc2)c(C)c1,-3,0%,?,?,-1%,-1%,14%,0%,-1.4%,15µM*,-7%
O=C(NCc1ccc2c(c1)OCO2)c1ccc(Cl)nc1,3,-1%,1%,11%,0%,3%,6%,-3%,0.1%,0%,7%
Cc1ccc(-c2n[nH]c(=S)n2C)cc1Cl,-4,0%,10%,13%,1%,-9%,2%,5%,2.6%,-1%,4%
Cc1onc(-c2c(Cl)cccc2Cl)c1C(=O)NNc1ccccc1,1,0%,-1%,-21%,1%,0%,4%,5%,-1.2%,4%,-4%
Cn1c(-c2ccsc2)c(-c2cccs2)c2cc(-c3ccc4[nH]ccc4c3)ccc21,4,/,-3%,-33%,-1%,1%,9%,16%,0.0%,-3%,0%
COc1cccc(C2c3c(-c4ccccc4)n[nH]c3C(=O)N2c2ccc(C(=O)O)cc2)c1 (stereo unspecified),-2,-14%,1%,19%,-1%,2%,8%,-1%,0.2%,1%,4%
C=CCc1cccc2cc(C(=O)Nc3ccc(CC(=O)O)cc3)c(=O)oc12,-3,-4%,-5%,-39%,3%,-9%,-25%,4%,0.4%,6%,-2%
CS(=O)(=O)c1ccc(Cl)c(NC(=O)COC(=O)c2ccc(-n3cnnn3)cc2)c1,-1,-1%,0%,-1%,1%,3%,21%,4%,-0.1%,-2%,6%
Nc1[nH]c(N=NC(=O)c2ccccc2O)c2ccccc12,-4,-2%,?,?,8%,-9%,2%,-3%,0.0%,15µM*,1%
Oc1ccc(N=C/C=C/c2ccc(Br)cc2)cc1-c1nc2ccccc2s1,4,/,?,/,-1%,/,/,/,-0.4%,?,-11%
CCOc1cc(Br)c(/C=C2/C(=O)N(C)C(=S)N2CC(=O)OC)cc1OC,9,-7%,1%,-19%,4%,2%,3%,-1%,0.0%,5%,14%
CC(OC(=O)C1=COCCO1)C(=O)c1ccc(C(C)(C)C)cc1 (stereo unspecified),?,-4%,8%,19%,-1%,-12%,-17%,/,-0.6%,1%,-25%
CCC1(C)NC(=O)N(/N=C/c2cc(OC)c(O)c(OC)c2)C1=O (stereo unspecified),0,-3%,2%,-1%,5%,-2%,-9%,14%,0.3%,1%,-14%
Cc1cccc(N(NC(=O)C(C)(C)O)C(=O)c2ccccc2)c1,-1,-2%,-2%,1%,4%,-3%,-3%,0%,-0.1%,1%,12%
CC(=O)Nc1nc2ccc(Br)cc2s1,7,-13%,?,-7%,9%,-7%,-25%,1%,0.5%,?,11%
O=[N+]([O-])c1ccc(N2CCN(CCO)CC2)c2ncccc12,1,-4%,-5%,8%,0%,1%,-13%,-9%,-0.6%,2%,-6%
Cc1ccc(NC(=O)/C(C#N)=C/c2cccs2)c(C)c1,5,-4%,23%,4µM*,1%,0%,-5%,0%,4.7%,?,-2%
COC(=O)CN1C(=O)C(C)(C)Oc2ccc(C(=O)Nc3ccccc3F)cc21,23,-8%,14%,-19%,2%,0%,16%,4%,0.1%,-4%,-3%
CCOc1ccc(-c2nc(CSc3nnc(N)s3)cs2)cc1,-4,-2%,23%,4µM*,1%,-4%,7%,3%,0.1%,5µM*,-2%
COCCn1c(C)cc(C2=NNC(=NC3CC3)SC2)c1C,1,-7%,-9%,-74%,2%,-8%,-8%,2%,-0.1%,-19%,6%
O=C1CCC(C(=O)Nc2ccccc2N2CCCC2)=NN1,1,-2%,2%,-15%,0%,-3%,46%,-4%,-0.1%,2%,18%
CC(C)c1ccccc1NC(=O)c1ccco1,2,-7%,4%,7%,5%,2%,22%,0%,0.2%,3%,1%
CCCCCc1c(C)nc(Nc2ccccc2)[nH]c1=O,?,-12%,4%,-31%,3%,4%,-39%,-6%,0.0%,?,3%
Cc1nc2ccccn2c1C(=O)N/N=C/c1ccccc1,-4,-1%,7%,1%,0%,1%,13%,0%,0.2%,1%,-6%
O=C(O)c1ccccc1N1C(=O)C2C3c4ccccc4C(Br)(c4ccccc43)C2C1=O (stereo unspecified),1,1%,-2%,0%,2%,4%,1%,10%,-0.8%,-2%,0%
